E-sel inducer = induces E-selectin expression in human endothelial cells; P16581; HUVEC E-selectin immunofluorescence imaging; normalized: neutral wells 0, TNF-alpha wells 100; activation, % at 7.58 µM; actives 0.37% (n = 260,000); AID 686992;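 active means mean E-selectin-positive cell signal at least 10% of the positive control, reached in at least 60% of replicates, without over 20% cell loss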;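 further: in these data hits start at about 27%; measured in HUVEC primary endothelial cells; signal is the percent of cells scored E-selectin positive by PE staining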
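Material: HUVEC primary endothelial cells; Amount: 3,000 cells per well; Dosing: single concentration; Medium: EGM-2 growth medium on 0.1% gelatin-coated wells; Read-out basis: percent E-selectin-positive cells; Signal: immunofluorescence imaging; Control set: TNF-alpha, DMSO.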
RAD52 anneal inh = inhibitors of human RAD52 DNA annealing; actives 0.46% (n = 360,000); P43351; recombinant RAD52 DNA annealing, FRET fluorescence; AID 651710; inhibition, % at 18.7 µM;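 active means every replicate showing at least 50% inhibition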
RAD54 inh = inhibitors of human RAD54 branch migration. Q92698. RAD54 Holliday junction branch migration, FAM/BHQ fluorescence. inhibition, % at 10.4 µM. actives 0.14% (n = 360,000). AID 602329;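 active means mean normalized replicate activity at least 40 and at least half of replicates scoring 40 or more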;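 further: 0% = median of neutral control wells and 100% = median of positive control wells; inhibitors cause a drop in the FAM fluorescence signal; in these data hits start at about 50%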
Target sequence (Q92698 whole entry, looked up): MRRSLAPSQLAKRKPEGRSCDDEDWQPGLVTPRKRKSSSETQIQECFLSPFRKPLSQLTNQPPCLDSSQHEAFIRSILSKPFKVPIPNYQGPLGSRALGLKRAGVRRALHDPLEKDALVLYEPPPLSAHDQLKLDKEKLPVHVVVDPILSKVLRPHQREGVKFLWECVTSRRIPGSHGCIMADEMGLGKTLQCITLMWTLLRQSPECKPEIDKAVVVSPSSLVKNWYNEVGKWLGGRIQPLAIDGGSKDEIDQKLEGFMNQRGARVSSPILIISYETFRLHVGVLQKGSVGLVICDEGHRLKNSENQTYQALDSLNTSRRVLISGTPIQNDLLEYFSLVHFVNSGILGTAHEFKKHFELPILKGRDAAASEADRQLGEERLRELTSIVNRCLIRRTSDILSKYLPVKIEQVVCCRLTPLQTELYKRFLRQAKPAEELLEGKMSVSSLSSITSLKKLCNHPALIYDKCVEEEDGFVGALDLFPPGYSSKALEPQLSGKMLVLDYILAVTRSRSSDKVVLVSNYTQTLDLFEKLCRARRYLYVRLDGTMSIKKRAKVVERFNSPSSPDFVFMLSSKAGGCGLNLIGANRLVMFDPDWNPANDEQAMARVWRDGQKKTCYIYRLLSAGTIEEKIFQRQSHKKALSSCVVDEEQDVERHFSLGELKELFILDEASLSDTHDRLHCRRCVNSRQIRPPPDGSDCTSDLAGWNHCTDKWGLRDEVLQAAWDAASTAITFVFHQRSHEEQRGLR
esBAF inh = SWI/SNF esBAF complex inhibition. mouse ES cells, Bmi1-luciferase knock-in reporter, 24 h; 100% = twice the neutral-well signal. reporter increase, % at 12.5 µM. actives 2% (n = 350,000). AID 602393; in the data active means activation above about 40%;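 further: 0% = median of the plate's neutral control wells and 100% = double that signal; a rise in the Bmi1 reporter signal indicates esBAF inhibition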
ERAP1 HTS inh = inhibitors of human ERAP1 aminopeptidase. AID 652197. actives 0.15% (n = 340,000). recombinant ERAP1, Leu-AMC fluorescence, 60 min. Q9NZ08. inhibition, % at 10.7 µM;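 active means mean replicate inhibition of at least 30%, or all replicates individually reaching that 30% level; inactive means mean below 30% and not every replicate reaching it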;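 further: 0% = neutral control wells and 100% = L-leucinethiol positive control wells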
XiGFP reactiv = reactivates the inactive X chromosome in mouse fibroblasts | actives 0.055% (n = 360,000) | XiGFP mouse fibroblasts, % GFP-positive cells imaging, 3 d; cells co-treated with 5-aza-dC sensitizer; scaled so ellipticine positive control = 100% | activation, % at 7.58 µM;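 active means mean normalized replicate activation at least 10% and every replicate at or above 10%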;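 further: 0% = median of on-plate neutral control wells and 100% = ellipticine 6 µM median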
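Material: XiGFP fibroblasts, SV40-immortalized; Buffer or medium: DMEM containing 5-aza-dC; Compound dosing: single point; Times: 3 days compound exposure.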
S100A4 MyoIIA = inhibitors of human S100A4 binding to myosin IIA peptide; P26447; S100A4/TAMRA-MyoIIA peptide fluorescence polarization; AID 652163; actives 0.14% (n = 360,000); inhibition, % at 10.7 µM;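 active means mean inhibition of at least 70% across replicates, with every replicate also reaching that level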
Target sequence (P26447 whole entry, looked up): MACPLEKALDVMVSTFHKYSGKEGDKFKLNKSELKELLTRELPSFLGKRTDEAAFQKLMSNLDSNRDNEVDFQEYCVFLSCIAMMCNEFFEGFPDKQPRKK
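Test system – S100A4 monomer (human) · Compound – single-point compound testing · Schedule – 5 min incubation before reading · Probe or stimulus – TAMRA-labelled myosin IIA heavy-chain peptide probe, 5 nM · Benchmarks – neutral control DMSO, positive control TFP · Medium – Calcium-containing HEPES buffer, pH 7.2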
ERp5 block = inhibitors of human ERp5 | actives 0.05% (n = 350,000) | ERp5 insulin aggregation, absorbance 650 nm, 90 min | inhibition, % at 9.99 µM;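 active means mean replicate inhibition above about 25%, with every replicate also reaching it, limit read from the data, passing the limit was not always enough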
Starred values were filed as active, the others as inactive; . = no result given; & = joins results of further samples. Rows were taken by chance (roughly 2.5% active in at least one column).

nr	canonical_smiles	ERAP1 HTS inh	ERp5 block	XiGFP reactiv	E-sel inducer	esBAF inh	RAD52 anneal inh	S100A4 MyoIIA	RAD54 inh
1	CCc1cccc(NC(=O)COC(=O)C2COc3ccccc3O2)c1 (configuration not stated)	0	0	-0.3	0.0	-1	-13	-3	-5
2	Cc1coc2cc3oc(=O)c(CCC(=O)O)c(C)c3cc12	.	3	-0.1	0.3	-5	-11	-4	3
3	COc1ccc(OC)c(NC(=O)c2cccc(N3C(=O)C4C5CCC(C5)C4C3=O)c2)c1 (configuration not stated)	-2	-4	0.2	1.9	-2	-4	-5	0
4	C[C@H](CO)N1C[C@H](C)[C@H](CN(C)C(=O)CC2CC2)Oc2cc(C#CC3CC3)ccc2S1(=O)=O	-2	-2	0.1	0.6	1	8	-4	3
5	CN(C)S(=O)(=O)Nc1ccc(Cc2ccncc2)cc1	-2	5	0.1	0.2	-4	-3	0	-12
6	COc1ccccc1CN1CCCC(CN(CCN(C)C)C(=O)C2CCCC2)C1 (configuration not stated)	-3	3	0.0	.	3	9	-9	1
7	COc1ccc(CN2CCN(Cc3ccc(Br)cc3)CC2)c(OC)c1OC	-6	-1	0.0	-0.1	-18	-2	1	5
8	O=C(NS(=O)(=O)N1CCCC1)C1=C(N2CCCC2)COC1=O	3	0	0.2	0.1	5	4	0	-8
9	CC1NC(=O)c2cc3ccccc3cc2-n2c1nc1ccccc1c2=O (configuration not stated)	-1	4	0.3	0.0	-3	-12	5	8
10	C[C@@H]1CN([C@H](C)CO)C(=O)Cc2cc(NC(=O)Nc3ccc4c(c3)OCO4)ccc2O[C@@H]1CN(C)Cc1ccc2c(c1)OCO2	1	0	0.0	0.4	1	-3	-1	1
11	Cc1ccc(C(=O)C2CCOC(C)(C)C2)cc1 (configuration not stated)	1	6	0.2	2.4	.	-3	-8	.
12	CCOc1ccccc1CN1CCN(Cc2ccon2)CC1CCO (configuration not stated)	-3	0	-0.2	-0.1	0	-7	5	-7
13	C/C=C/c1ccc([C@H]2[C@H](CO)N3C(=O)CN(C(=O)Cc4cccnc4)C[C@@H]23)cc1	-1	6	0.1	0.0	.	8	15	.
14	COc1cc(NC(=O)Cn2cnc3sc(C)c(S(=O)(=O)N4CCOCC4)c3c2=O)cc(OC)c1OC	-3	0	0.0	0.5	-2	-12	0	6
15	O=C(C1CC1)N1CC[C@@H]2[C@H]1c1cc(C#Cc3ccccc3F)ccc1N[C@@H]2CO	.	.	0.1	-0.3	6	.	.	8
16	COc1ccc(CN(C)C[C@@H]2Oc3ccc(NC(=O)Cn4cnnn4)cc3C(=O)N([C@@H](C)CO)C[C@H]2C)cc1	2	1	0.1	0.4	0	-15	-2	-3
17	CCN(CCO)C(=S)Nc1cc(S(=O)(=O)N(C)C)ccc1C	-3	-5	0.0	6.6	.	-6	17	.
18	C[C@@H]1CN([C@H](C)CO)C(=O)Cc2cc(NC(=O)Cc3cn(C)c4ccccc34)ccc2O[C@@H]1CN(C)Cc1ccc(C(F)(F)F)cc1	0	-2	-0.1	275*	4	-6	-1	-2
19	CO[C@@H]1CN(C)C(=O)c2cc(NS(C)(=O)=O)ccc2OC[C@@H](C)N(C(=O)C2CCCCC2)C[C@H]1C	3	-2	-0.2	-0.1	0	-6	-30	7
20	Cc1cc(C)c(NC(=O)c2cccs2)c(C)c1NC(=O)c1cccs1	-4	-2	0.2	.	-1	4	0	-1
21	O=C(NC12CC3CC(CC(C3)C1)C2)c1ccc(N2CCNCC2)c([N+](=O)[O-])c1	-2	6	0.0	.	-17	-12	1	.
22	Cc1ccc(SCC(=O)N2CCN(c3ccccn3)CC2)cc1	0	6	0.0	2.7	11	-8	3	-16
23	O=C1C(C=Nc2ccccc2O)=C(O)c2ccccc21	-1	-1	.	.	-78	-19	5	1
24	COc1ccc(C(CC(=O)N2CCCC2)c2c(OC)cc(OC)c3c(-c4ccccc4)cc(=O)oc23)cc1 (configuration not stated)	-3	-2	0.0	-0.3	0	-18	-4	2
25	CN(C)C(=O)C[C@@H]1CC[C@@H](NC(=O)C2CCC2)[C@H](CO)O1	0	-3	-0.4	-0.2	3	-8	16	3
26	Nc1ccn([C@H]2C[C@H](O)[C@@H](CO)O2)c(=O)n1	-1&2	0&2	-0.1&-0.1	-0.3&0.6	5&-8	3&1	-4&-1	-7&-8
27	Cc1cc(NC(=O)CCCN2C(=O)/C(=C/c3cccs3)SC2=S)no1	.	.	0.5	0.0	-9	.	.	-3
28	O=C(COC(=O)Cn1nnc2ccccc21)Nc1ccccc1Br	-1	5	0.0	-0.3	.	-12	0	.
29	O=C(c1cc([N+](=O)[O-])ccc1Cl)N1c2ccccc2Sc2ccccc21	-1	3	-0.1	.	3	2	0	-3
30	C[C@@H]1CCCCO[C@H](CN(C)C(=O)CCCN(C)C)[C@@H](C)CN([C@@H](C)CO)C(=O)c2cc(NC(=O)Nc3ccccc3)ccc2O1	0	0	0.1	-0.1	1	29	-1	5
31	O=C(Cc1ccccc1)Nc1ccc(N2CCCCC2)cc1	1	-3	0.0	.	20	-8	-8	.
32	COc1ccc2c3c([nH]c2c1)[C@H](CO)N(Cc1cc(F)ccc1F)CC31CCN(C(=O)C2CCC2)CC1	0	-1	0.0	-0.6	.	-79	-8	.
33	C[C@@H]1CN([C@@H](C)CO)C(=O)c2cccc(NC(=O)NC3CCCCC3)c2O[C@H]1CN(C)Cc1ccc(C(=O)O)cc1	4	-3	0.1	.	-1	8	-14	2
34	Cc1ccc(-c2ccc(/C=N\n3cnnc3)o2)c(Br)c1	5	-2	0.0	.	17	-25	-11	0
35	Cc1nc2c(sc(=S)n2Cc2ccco2)c(=O)n1CC(=O)Nc1ccccc1Cl	0	4	0.0	.	-2	-13	-1	0
36	C[C@@H]1CCCCO[C@@H](CN(C)Cc2ccc(C(F)(F)F)cc2)[C@@H](C)CN([C@H](C)CO)C(=O)c2cc(NS(=O)(=O)c3ccc(F)cc3)ccc2O1	-2	-1	0.3	0.1	-5	0	4	-10
37	Cc1ccc(S(=O)(=O)N(C)C[C@@H]2Oc3ncc(-c4ccc(F)cc4)cc3C(=O)N([C@H](C)CO)C[C@@H]2C)cc1	0	0	-0.9	0.0	3	-12	-16	3
38	C[C@@H]1CN([C@@H](C)CO)C(=O)c2cc(NC(=O)CCCN(C)C)ccc2O[C@@H]1CN(C)Cc1ccccc1	1	6	0.0	-0.1	-2	5	1	8
39	Cn1cccc1/C=C1\Cc2ccccc2C1=O	2	3	-0.1	0.0	53*	-35	-4	6
40	O=C(CSc1ccc(F)cc1)N1CCOCC1	-2	9	0.0	0.8	3	-16	3	0
41	O=C(CC[C@H]1O[C@@H](n2cnc3c(NC(=O)c4ccccc4)ncnc32)[C@H](O)[C@@H]1O)NCc1ccc2c(c1)OCO2	-3	3	-0.1	-0.5	-3	-3	-8	-2
42	Cc1ccccc1NS(=O)(=O)c1ccc(C(=O)NCCCN2CCOCC2)cc1	-5	1	0.0	-0.7	.	-2	-1	.
43	Cc1ccccc1C(=O)Nc1cccc(NC(=O)c2ncn[nH]2)c1	2	0	0.0	.	4	-6	12	.
44	CC1CC(C)CN(CCCNC(=O)C2CCC(=O)N2C2CCCC2)C1 (configuration not stated)	3	-4	.	.	-3	-5	-1	1
45	O=C(c1c(F)cccc1F)N1CCN(CCOc2ccccc2)CC1	-1	4	0.1	-1.7	-8	-12	-3	10
46	O=C(O)/C=C/c1ccc(S(=O)(=O)Nc2ccc3[nH]c(=O)[nH]c3c2)cc1	-3	3	0.0	.	-2	-3	-2	-13
47	O=C(Nc1nc2ccc(F)cc2s1)c1ccc([N+](=O)[O-])o1	-2	2	-0.1	-0.2	88*	3	3	-5
48	CC(C)C[C@@H]1O[C@H](CCc2ccccc2)CC2=C1C(=O)OC(C)(C)O2	.	3	0.1	-0.1	.	-1	-6	.
49	Cc1nn(-c2ccc(Cl)cc2)c(Cl)c1/C=C(\C#N)C(N)=O	-1	4	0.0	.	.	-25	5	9
50	C[C@@H]1CN([C@H](C)CO)C(=O)c2cc(-c3ccc(F)cc3)cnc2O[C@@H]1CN(C)CC1CCCC1	-1	14	-0.1	0.7	-11	27	-3	-2
51	C=CCc1c(C)nc(SCC(=C)C)[nH]c1=O	3	3	.	.	4	-3	0	-7
52	CCN(CC(=O)Nc1c(F)cccc1F)C(=O)CCc1c[nH]c2ccccc12	-3	-3	0.0	.	.	-13	-4	.
53	CCC1=NN2C(=N)/C(=C\c3ccc(OCCOc4ccccc4OC)cc3)C(=O)N=C2S1	6	3	-0.1	0.1	-4	-21	0	-1
54	CN(C)S(=O)(=O)n1cnc([C@H]2c3c(ncn3Cc3ccccc3)C[C@H]3COC(=O)[C@@H]32)c1	1	-2	0.0	.	-1	-11	2	-3
55	O=C(NCc1cc(C(F)(F)F)ccc1F)C1CCC(=O)N(C2CC2)C1 (configuration not stated)	1	-5	0.0	0.7	6	-7	1	-4
56	C[C@H]1CN([C@@H](C)CO)C(=O)c2cccc(NC(=O)C3CCOCC3)c2O[C@H]1CN(C)C(=O)Nc1ccc(F)cc1	-1	7	0.2	0.1	-3	-7	10	0
57	COc1ccc(CN(C)C(=O)[C@H]2O[C@@H](n3ccc(N)nc3=O)[C@H](O)[C@@H]2O)cc1OC	2	-2	0.1	0.2	0	-10	-4	5

Filtered by structure: those above with an aryl methoxy group (nine)
nr	canonical_smiles	ERAP1 HTS inh	ERp5 block	XiGFP reactiv	E-sel inducer	esBAF inh	RAD52 anneal inh	S100A4 MyoIIA	RAD54 inh
3	COc1ccc(OC)c(NC(=O)c2cccc(N3C(=O)C4C5CCC(C5)C4C3=O)c2)c1 (configuration not stated)	-2	-4	0.2	1.9	-2	-4	-5	0
6	COc1ccccc1CN1CCCC(CN(CCN(C)C)C(=O)C2CCCC2)C1 (configuration not stated)	-3	3	0.0	.	3	9	-9	1
7	COc1ccc(CN2CCN(Cc3ccc(Br)cc3)CC2)c(OC)c1OC	-6	-1	0.0	-0.1	-18	-2	1	5
14	COc1cc(NC(=O)Cn2cnc3sc(C)c(S(=O)(=O)N4CCOCC4)c3c2=O)cc(OC)c1OC	-3	0	0.0	0.5	-2	-12	0	6
16	COc1ccc(CN(C)C[C@@H]2Oc3ccc(NC(=O)Cn4cnnn4)cc3C(=O)N([C@@H](C)CO)C[C@H]2C)cc1	2	1	0.1	0.4	0	-15	-2	-3
24	COc1ccc(C(CC(=O)N2CCCC2)c2c(OC)cc(OC)c3c(-c4ccccc4)cc(=O)oc23)cc1 (configuration not stated)	-3	-2	0.0	-0.3	0	-18	-4	2
32	COc1ccc2c3c([nH]c2c1)[C@H](CO)N(Cc1cc(F)ccc1F)CC31CCN(C(=O)C2CCC2)CC1	0	-1	0.0	-0.6	.	-79	-8	.
53	CCC1=NN2C(=N)/C(=C\c3ccc(OCCOc4ccccc4OC)cc3)C(=O)N=C2S1	6	3	-0.1	0.1	-4	-21	0	-1
57	COc1ccc(CN(C)C(=O)[C@H]2O[C@@H](n3ccc(N)nc3=O)[C@H](O)[C@@H]2O)cc1OC	2	-2	0.1	0.2	0	-10	-4	5

Screens: PubChem, Broad Institute
